RTF Ca sens inh: cardiac RTF calcium desensitization; IANBD-labeled cardiac RTF, Ca2+ fluorescence; inhibition, % at 7.15 µM; hit rate 0.12% among 340,000; AID 493244;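 active = inhibition above the mean inhibition of all tested compounds plus 3 SD, cut at about 17% in these data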;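 note: assay run at fixed EC70 calcium of 1.6 mM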
cardiac RTF act: increases calcium sensitivity of human cardiac regulated thin filaments; P19429+P45379; activation, % at 7.2 µM; IANBD-labeled TnC RTF fluorescence at EC20 calcium; 0% EC20 calcium, 100% full calcium; AID 493008; hit rate 0.24% among 340,000;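 active = activation above the mean over all tested compounds plus 3 SD, cut at about 30% in these data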;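 note: rise in fluorescence read as greater calcium sensitivity of cardiac thin filaments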
Wnt bcat act: activators of Wnt/beta-catenin signaling; Wnt/beta-catenin reporter cell assay, activator, plate reader; activation, % at 9.35 µM; hit rate 1.2% among 300,000; AID 743398; in the data active = activation above about 30%, passing the limit was not always enough; inconclusive = no clear call, values can overlap the other calls;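 note: 0% = neutral control wells and 100% = positive control wells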
Pemphigus Ab inh: human desmoglein-3 autoantibody binding inhibition; P32926; DSG3-coupled beads, scFv-anti-DSG3-GFP binding, flow cytometry; active compounds read low; binding (percent of control), % at 10 µM; hit rate 0.48% among 310,000;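 active = binding more than 3 SD below its plate's average and above zero; inconclusive = below that plate limit but binding exactly zero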;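 note: hits lower antibody fragment binding to DSG3; some compounds called inactive have numbers as strong as hits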
Keap1-Nrf2 PPI: inhibitors of human Keap1-Nrf2 protein-protein interaction | Q14145 | Keap1 Kelch-Nrf2 peptide fluorescence polarization, 1536-well | inhibition, % at 9.4 µM | hit rate 0.15% among 340,000; in the data active = inhibition above about 12%; inconclusive = no clear call, values can overlap the other calls; inactive = below about 7.3%;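 note: human Keap1 Kelch domain with fluorescein labeled Nrf2 9mer peptide probe; 0% = neutral control wells and 100% = peptide positive control; higher means more block of Keap1 binding to Nrf2 peptide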
Target sequence (Q14145 whole entry, looked up, the tested form may be a part): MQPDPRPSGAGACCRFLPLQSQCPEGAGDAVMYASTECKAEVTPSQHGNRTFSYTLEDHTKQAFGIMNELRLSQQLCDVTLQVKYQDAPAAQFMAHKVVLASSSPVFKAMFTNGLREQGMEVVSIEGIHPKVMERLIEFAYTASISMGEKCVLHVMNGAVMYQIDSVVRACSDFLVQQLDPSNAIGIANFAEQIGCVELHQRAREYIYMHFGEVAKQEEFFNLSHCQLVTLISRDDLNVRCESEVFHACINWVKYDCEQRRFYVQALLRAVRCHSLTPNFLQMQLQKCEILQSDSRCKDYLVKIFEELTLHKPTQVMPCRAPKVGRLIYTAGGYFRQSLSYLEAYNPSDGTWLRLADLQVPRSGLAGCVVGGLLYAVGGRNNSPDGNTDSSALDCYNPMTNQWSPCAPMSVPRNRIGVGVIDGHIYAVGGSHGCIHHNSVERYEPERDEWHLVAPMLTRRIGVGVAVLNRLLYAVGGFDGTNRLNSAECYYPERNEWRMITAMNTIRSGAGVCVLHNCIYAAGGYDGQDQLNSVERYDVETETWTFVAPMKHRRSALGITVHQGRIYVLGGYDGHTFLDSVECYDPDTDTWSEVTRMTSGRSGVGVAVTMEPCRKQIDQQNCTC
C-LANA FP: KSHV C-LANA DNA binding inhibition; MBP-C-LANA/FAM-LBS DNA binding, fluorescence polarization; inhibition, % at 9 µM; hit rate 0.078% among 340,000;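 active = highest replicate inhibition at or above 60% at 9 µM, even if other replicates fall short; inactive = all replicates below 60% inhibition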;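 note: 0% = neutral control wells and 100% = 4 µM acridine orange control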
Arrestin-AP2 inh: inhibitors of human beta-arrestin and AP2 interaction; FITC-arrestin peptide / GST-AP2 beads, flow cytometry; AP2 beta2 appendage carries R879A mutation; inhibition, % at 10 µM; hit rate 0.31% among 340,000; AID 504490;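 active = inhibition above a set limit, near 3 SD of compounds lacking own fluorescence, cut at about 54% in these data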;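 note: plate controls were DMSO wells for no effect and 5 µM unlabelled arrestin peptide for full effect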
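system = GST-tagged AP2 beta2-adaptin appendage (R879A) on 4 µm glutathione beads | reagent = FITC-labelled arrestin peptide probe, 50 nM final | schedule = compound with beads 12 min RT, then probe 1 h RT | signal = HyperCyt-sampled flow cytometry, FL1 channel, ex 488/em 535 nm | read-out = percent response from loss of bead-bound FITC fluorescence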
OPRM1-OPRD1 inv: mu-delta opioid heterodimer inverse agonism. P35372+P41143. cell-based MOR-DOR heterodimer luminescence. inhibition, % at 9.3 µM. hit rate 0.21% among 340,000. AID 504357; in the data active = inhibition above about 22%, passing the limit was not always enough;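 note: 0% = cells with DMSO and 100% = wells without cells with DMSO; values of inactives mirror those of a sister screen read the other way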
MOR-DOR ag: OPRM1-OPRD1 heterodimerization agonism | P35372+P41143 | cells, luminescence | activation, % at 9.3 µM | hit rate 0.3% among 340,000 | AID 504326; in the data active = activation above about 18%;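 note: 0% = vehicle-treated cells and 100% = reference agonist; values of inactives mirror those of a sister screen read the other way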
V-ATPase pHluor: regulators of yeast V-ATPase proton transport. response, % at 10 µM. S. cerevisiae, pHLuorin cytosolic pH fluorescence. hit rate 0.37% among 350,000; in the data active = response mostly above about 7.3%, no sharp cut-off; inactive = mostly below about 5.4%; note: actives read high; inactives centre near 0; some compounds called inactive have numbers as strong as hits; reference of the scale not given here
Starred values were filed as active, the others as inactive; ? = inconclusive; . = no result given. Random draw from the library; any-hit rate near 3.1%.

Start of the listing, in advance (6 entries):
nr | mol | RTF Ca sens inh | cardiac RTF act | Wnt bcat act | Pemphigus Ab inh | Keap1-Nrf2 PPI | C-LANA FP | Arrestin-AP2 inh | OPRM1-OPRD1 inv | MOR-DOR ag | V-ATPase pHluor
1 | CC(C)CN1CCC(=O)N(CCOc2ccccc2)CC1 | -1 | 0 | 3 | 103 | 0 | 0.7 | 57* | 8 | -1.4 | 1
2 | CC(=O)Nc1cccc(C(=O)OCC(=O)N2CCC(c3ccccc3)=N2)c1 | -17 | -7 | 12 | 106 | -3 | 2.7 | -9 | 10 | -1.6 | -2
3 | CC(=O)Nc1cc2c3c(c1)CCN3C(=O)CC2 | 3 | -5 | 1 | 101 | 3 | 0.0 | 33 | 8 | -1.6 | -3
4 | COCCN1Cc2cccc(C(=O)NCC3CCN(CC(C)C)C3)c2C1=O (centres undefined) | -6 | 1 | 0 | 97 | 1 | 0.3 | -11 | 18 | -3.6 | -6
5 | COCCCn1c(SCc2nnc(-c3ccc(OC)c(OC)c3)o2)nnc1-c1ccncc1 | 1 | 7 | . | 112 | -5 | -0.1 | 24 | 10 | -1.7 | 5
6 | COc1ccccc1NC(=O)c1csc2c1CCCC2 | -5 | -1 | 15 | 103 | -4 | 0.8 | -5 | -8 | 1.6 | -3

All compounds of this part, from the first entry:
nr | mol | RTF Ca sens inh | cardiac RTF act | Wnt bcat act | Pemphigus Ab inh | Keap1-Nrf2 PPI | C-LANA FP | Arrestin-AP2 inh | OPRM1-OPRD1 inv | MOR-DOR ag | V-ATPase pHluor
1 | CC(C)CN1CCC(=O)N(CCOc2ccccc2)CC1 | -1 | 0 | 3 | 103 | 0 | 0.7 | 57* | 8 | -1.4 | 1
2 | CC(=O)Nc1cccc(C(=O)OCC(=O)N2CCC(c3ccccc3)=N2)c1 | -17 | -7 | 12 | 106 | -3 | 2.7 | -9 | 10 | -1.6 | -2
3 | CC(=O)Nc1cc2c3c(c1)CCN3C(=O)CC2 | 3 | -5 | 1 | 101 | 3 | 0.0 | 33 | 8 | -1.6 | -3
4 | COCCN1Cc2cccc(C(=O)NCC3CCN(CC(C)C)C3)c2C1=O (centres undefined) | -6 | 1 | 0 | 97 | 1 | 0.3 | -11 | 18 | -3.6 | -6
5 | COCCCn1c(SCc2nnc(-c3ccc(OC)c(OC)c3)o2)nnc1-c1ccncc1 | 1 | 7 | . | 112 | -5 | -0.1 | 24 | 10 | -1.7 | 5
6 | COc1ccccc1NC(=O)c1csc2c1CCCC2 | -5 | -1 | 15 | 103 | -4 | 0.8 | -5 | -8 | 1.6 | -3
7 | COc1cccc(-n2cc(C(=O)NC(C)C)c3ccccc3c2=O)c1 | -7 | 5 | 0 | 100 | 2 | -2.5 | -11 | 7 | -1.5 | 1
8 | COCCNC(=O)C1Cc2cc(S(=O)(=O)N3CCCC3)ccc2N1C(C)=O (centres undefined) | -5 | 2 | -1 | . | -3 | -0.1 | -2 | 6 | -1.0 | 4
9 | Cc1ccc(SCC(=O)Nc2cc([N+](=O)[O-])ccc2O)cc1 | -7 | -5 | . | 102 | 2 | -0.2 | 32 | 7 | -1.5 | 1
10 | COc1ccccc1OCC(=O)N/N=C1/C=C(C)CC1 | -2 | -1 | -1 | 93 | -6 | 0.3 | -6 | -3 | 0.6 | 0
11 | CN(C)S(=O)(=O)c1ccc(N2CCCC2)c(C(=O)Nc2nc(-c3cc(F)ccc3F)cs2)c1 | -4 | -12 | -4 | 109 | -6 | -0.4 | -5 | -6 | 1.2 | 6
12 | Cc1ccccc1-c1nnc(-c2cccs2)o1 | 1 | -2 | 2 | 88 | 1 | -0.6 | 12 | 5 | -1.0 | -3
13 | COc1ccc(C(=O)N2CCC(C(=O)c3ccc(F)cc3)CC2)cc1 | 4 | 0 | 0 | . | -1 | -1.6 | -3 | 6 | -1.0 | 3
14 | CCOC(=O)c1cc2c(OC)ccc(OC)c2n1CC(=O)c1ccccc1 | 3 | -3 | -2 | 108 | -1 | 7.5 | 30 | -3 | 0.6 | -2
15 | O=[N+]([O-])c1ccc(Sc2ccc(Cl)c(Cl)c2)nc1 | -6 | -3 | . | 97 | 0 | -0.2 | 27 | -9 | 1.9 | 1
16 | CCOc1ccc(N(CC(=O)NC2CCCCC2C)S(=O)(=O)c2c(C)noc2C)cc1 (centres undefined) | -2 | 9 | 2 | 98 | -5 | -2.6 | 7 | 12 | -2.3 | 4
17 | COc1ccc(S(=O)(=O)Nc2ccc3c(c2)n(C)c(=O)n3C)cc1F | 0 | 3 | -1 | 109 | -2 | -0.1 | -4 | -15 | 2.8 | -5
18 | O=NN1CCN(c2ccncc2S(=O)(=O)N2CCCCC2)CC1 | -4 | 3 | -1 | . | -8 | 1.8 | 1 | 8 | -1.4 | -1
19 | O=C(O)c1ccc(NS(=O)(=O)c2ccc(Cl)cc2)cc1 | -14 | 2 | . | 97 | 3 | 0.4 | 6 | 5 | -1.0 | 2
20 | CCC(C)[C@H](NC(=O)NCCC1=CCCCC1)C(=O)O (some centres undefined) | 0 | 4 | 0 | 100 | 1 | 2.9 | 30 | 12 | -2.3 | -1
21 | Cc1cccc(-n2nc3c(c2NC(=O)CCC2CCCCC2)CS(=O)C3)c1C (centres undefined) | -6 | 2 | -2 | 100 | -2 | -0.6 | 23 | 12 | -2.2 | 4
22 | Cc1cc(NC(=O)CSc2c3c(nc4ccccc24)CCC3)no1 | -7 | 4 | -5 | 117 | -12 | 1.0 | 4 | -5 | 0.9 | 3
23 | S=c1[nH]nc(-c2ccco2)n1/N=C/c1ccc(Br)s1 | 0 | -5 | . | 104 | 2 | -0.4 | -5 | -6 | 1.2 | -1
24 | CCOC(CCNC(=O)c1cn(CC(C)C)c(=O)c2c1c1ccccc1n2C)OCC | -5 | 4 | 0 | 90 | -4 | -1.3 | -3 | 14 | -3.1 | 0
25 | COc1ccc(OC)c(NC(=O)CSc2nnc(C3CCCCC3)o2)c1 | -1 | -5 | ? | 109 | 2 | -0.6 | -1 | 7 | -1.5 | -3
26 | O=C(NC1CCCc2c1cnn2-c1cc(F)cc(F)c1)c1ccccn1 (centres undefined) | -3 | -1 | -1 | 115 | -3 | 0.1 | 3 | -19 | 3.6 | 2
27 | CC(=O)Nc1c2c(nn1-c1ccc(C)cc1C)CS(=O)C2 (centres undefined) | -1 | -6 | -1 | 101 | 0 | 1.9 | 7 | 18 | -3.4 | -4
28 | O=C(O)c1ccccc1C(=O)Nc1n[nH]c(=S)s1 | -5 | 1 | -2 | 96 | -5 | 1.9 | 28 | 3 | -0.5 | 4
29 | Cc1ccc(N2C(=O)c3ccccc3C2Nc2ccc(S(=O)(=O)N3CCCCC3)cc2)nc1 (centres undefined) | 0 | -2 | 7 | 84 | -3 | -1.5 | 4 | 0 | -0.1 | 1
30 | CCOC(=O)c1ccccc1NC(=O)COC(=O)C(CCSC)NC(=O)COc1ccccc1 (centres undefined) | 3 | 1 | . | 92 | 1 | 1.2 | 0 | -16 | 3.3 | 15
31 | O=C(N/N=C/c1ccc(OC(F)F)cc1)c1ccc(CSc2nc3ccccc3[nH]2)cc1 | -23 | 2 | 2 | 106 | 5 | 3.3 | -5 | 5 | -1.2 | -2
32 | COc1ccc(NC(=O)CN2C(=O)NC3(CCCC3)C2=O)cc1Cl | -6 | -6 | -2 | 116 | -2 | -0.2 | -12 | 3 | -0.6 | 5
33 | Cc1ccc(OCC(=O)Nc2ccc([N+](=O)[O-])cc2)cc1 | -3 | 2 | . | 97 | 2 | -0.9 | 3 | 9 | -1.8 | 3
34 | O=C(Cc1cccs1)NCCS(=O)(=O)N1CCN(c2ccccc2F)CC1 | 2 | 3 | -3 | 101 | -4 | -0.4 | 24 | 9 | -1.5 | 0
35 | O=C(COC(=O)c1ccco1)NC12CC3CC(CC(C3)C1)C2 | 2 | -3 | -1 | 98 | -3 | -0.6 | 4 | 11 | -2.2 | 1
36 | Cc1nc2cccc(C(=O)NC3CCCCC3)c2o1 | 1 | 0 | 2 | 107 | -4 | 0.2 | -10 | 7 | -1.1 | 1
37 | N#CC(c1nc2ccccc2nc1N1CCCC1)S(=O)(=O)c1cccs1 (centres undefined) | -11 | 5 | . | . | 2 | 1.5 | 3 | -26 | 5.2 | -3
38 | Cc1noc(C)c1C(=O)Nc1cccnc1 | -8 | -5 | . | 105 | -2 | 1.1 | 7 | 6 | -1.1 | 5
39 | O=c1c2ccccc2nnn1CSc1ccccc1 | 1 | 6 | . | . | -2 | 0.1 | 4 | 12 | -2.1 | 0
40 | OC(CN1CCOCC1)c1ccc(F)cc1 (centres undefined) | -12 | -2 | . | 106 | -2 | 1.2 | 0 | -17 | 2.5 | 1
41 | CN(CC(=O)Nc1ccc(N2CCOCC2)cc1)C(=O)c1cn(-c2ccccc2)nc1-c1ccccc1 | -27 | -6 | -2 | 107 | -3 | 0.8 | -6 | 9 | -1.4 | 3
42 | CCCCNC(=O)CSc1nc2ccsc2c(=O)n1CCCC(=O)NCCc1ccc(S(N)(=O)=O)cc1 | -2 | 2 | -2 | 109 | -2 | -0.7 | -2 | 9 | -1.6 | 0
43 | CCn1cc(C(=O)NCCCN2CC(C)CC(C)C2)c(=O)c2cc(S(=O)(=O)N(C)C)ccc21 (centres undefined) | -4 | -1 | -2 | 103 | 1 | 0.2 | 9 | -1 | 0.1 | 3
44 | Cn1c(SCc2ccc(C#N)cc2Cl)nc2ccccc21 | -1 | 5 | . | 95 | -1 | -1.4 | 3 | 9 | -1.7 | 3
45 | O=C(N/N=C/c1cc(Br)c(Br)o1)c1ccc2c(c1)OCCO2 | -2 | -4 | 37* | 109 | -2 | 0.6 | -9 | 2 | -0.3 | 2
46 | Cc1ccc(C2C(C(=O)c3sc(-c4ccccc4)nc3C)=C(O)C(=O)N2CCN(C)C)o1 (centres undefined) | 0 | -1 | . | 101 | -4 | -0.1 | 3 | 19 | -3.2 | -1
47 | Cc1cccc(OCCCC(=O)NC2CCCCC2)c1 | -3 | 0 | -2 | 115 | -1 | -1.5 | -4 | 8 | -1.6 | 0
48 | COCCN1CN(S(=O)(=O)c2ccccc2)c2nc3ccccc3nc21 | 0 | 5 | . | 107 | 1 | 8.5 | 18 | 11 | -2.1 | 3
49 | CC(Sc1nncn1C)C(=O)Nc1cc(C(F)(F)F)ccc1N1CCOCC1 (centres undefined) | 1 | -4 | -1 | 127 | -3 | 1.8 | -17 | 0 | 0.1 | 4
50 | CC(=O)Nc1cccc(Nc2nc(-c3ccccc3)nc3ccccc23)c1 | -7 | -1 | 0 | 94 | 2 | -1.1 | -23 | -18 | 3.3 | 0

Screening results (PubChem)
